Screening data: PubChem BioAssay, National Center for Advancing Translational Sciences (NCATS)
HEK293 tox – cytotoxicity counter-screen for GLP-1 receptor inverse agonists. HEK293 cAMP-luciferase reporter cells, luminescence, 24 h. Potency, µM (top dose mostly 38.3 µM), for the others: top-dose activity change, negative = inhibition, hits mostly inhibitors. AID 624418. 410,000 compounds, 0.13% hits;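 also: loss of luciferase light is scored as toxicity; potency is read from the fitted curve at half-maximal effect; % is scaled to controls: 0 for no effect and ±100 for the full control effect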
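MLSMR compounds, 24 hr on cells at 37 deg C/5% CO2; luminescence after luciferase reagent (12 min RT). Inhibition counted as the undesired cytotoxic outcome.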
PLK1 PBD inh – inhibitors of human PLK1 polo-box domain binding; P53350; Plk1 PBD binding of FITC phosphopeptide, fluorescence polarization; Potency, µM, without a hit: max response, negative = inhibition, usual class: inhibitors; 360,000 compounds, 2.8% hits; also: potency is read from the fitted curve at half-maximal effect; series mostly up to about 57 µM; % is scaled to controls: 0 for no effect and ±100 for the full control effect; nearly all actives have a fitted effect of over 65% in size
PTHR1 ag – agonists of human PTHR1 parathyroid hormone receptor | Q03431 | HEK293 GP2 PTHR1 cells, GloSensor cAMP luminescence, 1 h | Potency, µM (doses to about 115 µM), for inactives: at the highest dose activation, actives largely listed as activators | 410,000 compounds, 0.075% hits; also: potency is read from the fitted curve at half-maximal effect; nearly all actives have a fitted effect of over 55% in size; some results filed as inactive show a strong effect at the top dose; inactives centre near -15; many of its hits are not listed in these tables
Target sequence (Q03431 whole entry, looked up): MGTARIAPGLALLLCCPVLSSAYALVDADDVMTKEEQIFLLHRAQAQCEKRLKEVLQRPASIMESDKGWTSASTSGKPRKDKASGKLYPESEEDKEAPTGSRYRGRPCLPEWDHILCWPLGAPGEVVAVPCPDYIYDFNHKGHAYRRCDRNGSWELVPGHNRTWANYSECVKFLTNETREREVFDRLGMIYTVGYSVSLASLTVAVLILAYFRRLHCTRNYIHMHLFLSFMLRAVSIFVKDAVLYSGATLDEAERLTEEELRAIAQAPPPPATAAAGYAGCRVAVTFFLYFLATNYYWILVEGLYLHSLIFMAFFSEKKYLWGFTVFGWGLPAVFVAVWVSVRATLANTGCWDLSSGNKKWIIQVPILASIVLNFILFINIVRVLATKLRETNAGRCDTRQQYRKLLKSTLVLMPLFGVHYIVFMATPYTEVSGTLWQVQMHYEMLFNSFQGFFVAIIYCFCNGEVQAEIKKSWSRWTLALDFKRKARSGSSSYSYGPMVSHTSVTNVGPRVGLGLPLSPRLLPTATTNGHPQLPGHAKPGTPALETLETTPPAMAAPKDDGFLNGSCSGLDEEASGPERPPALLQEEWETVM
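HEK-293-derived GP2 cells expressing PTHR1 and a GloSensor cAMP reporter, 3,000/well, plated overnight, given luciferin plus IBMX (each 0.5 mM as added) for 1 h at 37 °C, then compound for 1 h at 37 °C. Luminescence was read after 15 min at room temperature.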
GLP1R ag – agonists of human GLP-1 receptor; P43220; HEK293 GLP-1R CRE-luciferase, luminescence, 4-6 h; cells express a hypersensitive GLP-1R form; Potency, µM (highest dose often 45.6 µM), inactives show at the highest dose activation, most hits filed as activators; 380,000 compounds, 0.007% hits; also: potency is read from the fitted curve at half-maximal effect; % of control where 0% means no effect
EPAC1 antag – blocks human EPAC1 exchange factor; EPAC1 GEF assay, Rap1b-BODIPY-GDP exchange fluorescence; Potency, µM (series often up to 115 µM), for the others: at the top dose activity change, negative = inhibition, actives largely listed as inhibitors; 360,000 compounds, 0.14% hits;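 also: potency is read from the fitted curve at half-maximal effect; plate controls were vehicle for no effect and positive control for full effect; nearly all actives have a fitted effect of over 50% in size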
IL2 activator – activators of IL-2. IL-2 activation reporter assay, cell-based qHTS; stimulated with anti-CD3/CD4/CD28 beads; in transgenic mouse T cells. activation, % (series mostly up to about 46 µM). 360,000 compounds, 0.065% hits; in the data active = activation above about 50%; inconclusive = mostly about 30% to 49%; also: 0% is about no effect
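Unstimulated transgenic mouse T cells preincubated 60 min with compound, then stimulated with anti-CD3/anti-CD4-coated beads plus anti-CD28 for 18 h at 37 degrees C. IL-2 response read as EGFP and DsRed fluorescence by plate cytometry.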
PI5P4Ka inh – blocks human PI5P4K alpha kinase activity; P48426; PI5P4Kalpha enzyme, ADP-Glo luminescence, 60 min; hits give low values; 330,000 compounds, 1.2% hits; max response, %; active = max response of -50% or lower; inconclusive = between -30% and -50%; inactive = -30% or higher; also: value at the top dose of about 77 µM; % is scaled to controls: 0 for no effect and ±100 for the full control effect
Target sequence (P48426 whole entry, looked up): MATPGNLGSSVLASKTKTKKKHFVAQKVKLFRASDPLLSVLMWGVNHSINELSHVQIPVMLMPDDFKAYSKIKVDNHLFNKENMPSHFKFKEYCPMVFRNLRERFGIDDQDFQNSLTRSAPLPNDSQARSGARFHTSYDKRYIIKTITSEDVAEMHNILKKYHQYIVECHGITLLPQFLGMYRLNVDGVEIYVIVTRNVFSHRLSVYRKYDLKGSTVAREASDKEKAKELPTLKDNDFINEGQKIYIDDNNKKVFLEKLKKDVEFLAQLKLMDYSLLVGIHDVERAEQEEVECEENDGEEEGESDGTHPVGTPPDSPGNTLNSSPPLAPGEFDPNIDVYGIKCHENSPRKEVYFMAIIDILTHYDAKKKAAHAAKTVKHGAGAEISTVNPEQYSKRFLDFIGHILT
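qHTS, 1536-well: enzyme/substrate mix, compound by pin tool, 5 microM ATP final; RT 60 min; ADP-Glo reagents 1 (45 min) then 2 (30 min); luminescence.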
EPAC1 agonist – EPAC1 (human) agonism | Potency, µM (doses to about 154 µM), for the others: top-dose activation, actives largely listed as activators | EPAC1 agonist qHTS, biochemical assay; response scale: 100% = response to 6.5 mM cAMP | AID 720707 | 360,000 compounds, 0.073% hits; also: potency is read from the fitted curve at half-maximal effect; nearly all actives have a fitted effect of over 60% in size
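Compounds were pinned as a concentration titration into mixtures of EPAC1 (100 nM), BODIPY-GDP-loaded Rap1B (250 nM) and GDP (50 uM). After 5 min at room temperature, fluorescence was followed for 30 min; activity was scaled to 6.5 mM cAMP.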
GLP-1R inv ag – GLP-1 receptor (human) inverse agonism. AID 624417. Potency, µM (highest dose often 38.3 µM), for the others: at the top dose activity change, negative = inhibition, most hits filed as inhibitors. P43220. 410,000 compounds, 1.6% hits. HEK293 GLP-1R CRE-luciferase, luminescence, 24 h; GLP-1R form is constitutively active; also: potency is read from the fitted curve at half-maximal effect; % is scaled to controls: 0 for no effect and ±100 for the full control effect; nearly all actives have a fitted effect of over 55% in size
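GLP-1R inverse agonism mode: basal reporter luminescence in engineered HEK293 cells measured after one day of compound exposure at 37 deg C, with a 12 min room-temperature detection step.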
Numbers without * were called inactive; i = inactive; ? = inconclusive; / = not tested or not shown; [ ] = another dose, or the depositor's remark. Unless noted, calls follow the shape of the dose curve; as a rule, active = well fitted curve in the direction sought with a large enough effect; inconclusive = small, poorly fitted or top-dose-only effect, or another doubt; inactive = no such curve, though single readings can be large; an effect the other way counts as inactive or inconclusive. This is a subset; rates above refer to the full screens.

SMILES	HEK293 tox	PLK1 PBD inh	PTHR1 ag	GLP1R ag	EPAC1 antag	IL2 activator	PI5P4Ka inh	EPAC1 agonist	GLP-1R inv ag
COc1ccc(CNC(=O)c2cccc(NC(=O)CC3SC(N4CCCCC4)=NC3=O)c2)cc1 (configuration not stated)	-13%	-3%	-25%	6%	3%	-5.5	-1	6%	14%
CC(C)Cn1c(SCC(=O)NC2CCCc3ccccc32)nc(O)cc1=O (configuration not stated)	-17%	-10%	i	-6%	-18%	-1.2	0	-11%	-5%
CCc1ccc2c(CN3CCN(S(=O)(=O)c4cccs4)CC3)cc(=O)oc2c1	63%[activator]	-13%	-84%[inhibitor]	0%	-2%	1.3	-1	13%	-1%
CCN(C(=S)NC(=O)c1ccccc1Br)C1CCCCC1	?	5%	i	-9%	8%	2.1	-2	0%	?
COc1ccc(C(=O)NCC(=O)N/N=C/C(C)=C/c2ccco2)cc1OC	0%	-16%	-11%	3%	-12%	-0.7	0	9%	-15%
COCC(C)NS(=O)(=O)c1ccccc1 (configuration not stated)	-3%	5%	i	-7%	14%	0.6	-7	-3%	0%
O=C(NN1C(=O)c2ccccc2NC1c1ccccn1)c1ccccc1 (configuration not stated)	-9%	1%	i	5%	8%	1.9	-1	-3%	6%
CC(C)(C)N1C(=O)c2ccc(C(=O)Nc3nccs3)cc2C1=O	14%	0%	-27%	-13%	-8%	1.1	0	7%	-15%
O=C1c2ccccc2C(=O)N1CN(C(=O)c1ccccc1[N+](=O)[O-])c1ccc(F)cc1	16%	-6%	i	7%	-13%	-3.8	-3	7%	13%
COc1ccccc1CNc1nc2cc(-c3ccsc3)sc2c(=O)n1C	1%	-11%	-86%[inhibitor]	9%	?	0.3	11	11%	-6%
Nc1ccc(C23CC4CC(CC(CO)(C4)C2)C3)cc1	1%	-4%	-3%[57.5 µM]	6%	-7%	-1.7	-5	0%	?
Cc1cccc(NC(=O)c2ccc(NC(=O)c3ccccc3Br)cc2)c1	3%	-17%	-80%[inhibitor]	-4%	?	-1.1	-1	-12%	-10%
O=c1c2cc(Br)ccc2nc2n1CCCCC2	23%	-14%	6%	?	-12%	-1.2	1	3%	3%
Cc1ccc(Cl)cc1NC(=O)CNCC(c1ccccc1)N(C)C (configuration not stated)	0%	5%	i	3%	-15%	6.7	-3	-1%	?
O=C(NCCCN1CCOCC1)c1ccc2c(c1)N(Cc1ccccc1)C(=O)c1ccccc1S2=O (configuration not stated)	-12%	0%	-2%	6%	8%	-3.8	-1	-5%	-17%
CC(=O)c1ccc(S(=O)(=O)Nc2cccc(S(=O)(=O)NC3=NCCC3)c2)cc1	10%	-1%	i	-13%	9%	0.5	-20	-3%	9%
CCN(CC)S(=O)(=O)c1ccc(NC(=O)c2ccc(Sc3nncn3C)c([N+](=O)[O-])c2)cc1	18%	-15%	i	-3%	-22%	-1.1	-1	5%	-18%
O=C(NCc1ccccc1OC(F)(F)F)C1CCC(=O)N(CCc2ccccn2)C1 (configuration not stated)	-2%	2%	i	-10%	5%	-1.3	0	0%	15%
CCN(CC)CCCn1c2c(c(SCC(=O)Nc3cccc4ccccc34)nc1=O)CCC2	-10%	1%	i	2%	15%	-3.4	7	1%	?
O=C(COC(=O)c1cc(Br)ccc1O)NCC1CCCO1 (configuration not stated)	2%	-15%	-45%[inhibitor]	-4%	-8%	5.1	1	2%	-10%
O=C1CC(N2CCN(c3ccc(S(=O)(=O)N4CCOCC4)cc3)CC2)C(=O)N1Cc1ccccc1 (configuration not stated)	7%	-2%	-42%[inhibitor]	-1%	-19%	0.7	-7	9%	26%
Cc1ccc(N(C(=O)c2ccc(Br)o2)C2C=CS(=O)(=O)C2)cc1 (configuration not stated)	7%	-4%	-22%	-3%	-1%	-3.3	-5	-11%	-4%
CN(C)CCOC(=O)CCCCCCCCC(=O)OCCN(C)C	7%	-6%	i	2%	8%	1.0	2	4%	37%
O=S1(=O)N=C(c2ccccc2)C=C(c2ccccc2)N1	0%	-9%	8%	-1%	-2%	0.3	-2	4%	-4%
CNC(=O)c1ccccc1NC(=O)c1c(O)c2c([nH]c1=O)CCCC2	16%	-3%	-17%[57.5 µM]	4%	-17%	-1.1	10	1%	-13%
Nn1c(SCC(=O)Nc2ccc(F)cc2)nnc1-c1ccccn1	-11%	0%	i	0%	13%	-4.0	2	-5%	-2%
CCC(CC)c1nnc(NC(=O)CS(=O)(=O)c2ccc(C)cc2)s1	-3%	12µM*	-9%	0%	3%	0.2	-22	-2%	-6%
Cc1cc(-c2csc(N)n2)c(C)n1-c1ccccc1	-19%	-9%	i	2%	7%	-0.4	?	-6%	7%
O=C(Cc1ccccc1)N1CCN(c2ncccn2)CC1	-11%	-2%	-16%	-2%	9%	-3.9	0	-9%	-1%
Cc1cc(C(=O)O)c(CCCN)s1	1%	2%	i	6%	14%	0.1	/	0%	0%
Cc1ccc(S(=O)(=O)N2CCN(C(=O)CCC(=O)Nc3ccc(Br)c(C)c3)CC2)cc1	?	-2%	-8%	-18%	-4%	-3.4	10	22%	?
O=C(COC(=O)c1cccnc1Cl)NCc1ccco1	-12%	-9%	i	6%	2%	8.9	-11	-2%	-6%
CN1C(=O)CSc2ccc(NC(=O)NCCC3=CCCCC3)cc21	-7%	-2%	-20%[57.5 µM]	4%	-1%	2.0	/	15%	?
CN(C)/C=C/c1c(C#N)c(=O)ncn1Cc1ccccc1	2%	1%	i	0%	9%	-0.9	-1	3%	0%
OC1=C(O)c2nc3cc(C(F)(F)F)ccc3nc21	-4%	?	i	-3%	10%	0.1	-11	7%	-8%
Cc1ccccc1NC(=O)Cc1nnc(SCc2ccc(Cl)c(Cl)c2)n1C	-16%	-7%	-23%	-4%	12%	-0.4	/	5%	-12%
Cc1ccc(S(=O)(=O)N2CCOCC2)cc1NC(=O)CSc1nnc2cc(C)c3ccccc3n12	13%[1.53 µM]	5%	i	1%	22%	0.0	2	-6%	-18%
CCN1C(=O)[C@H]2[C@@H](c3ccc(C(F)(F)F)cc3)N[C@]3(CCCN(Cc4cccn4C)C3=O)[C@H]2C1=O	1%	-2%	-19%	-3%	-9%	-1.7	-2	-41%[inhibitor]	-24%
Cc1nnc(NC(=O)CN2CCN(Cc3c(Cl)cccc3Cl)CC2)s1	8%	-3%	i	-3%	-7%	-0.1	-2	-1%	10%
CN(C)C(=O)CSc1nc2ccccc2n1Cc1ccccc1	0%[1.53 µM]	5%	-6%	20%	33%[activator]	0.6	-1	-3%	?

Entries of single compounds, looked up by structure. Order of screens: HEK293 tox	PLK1 PBD inh	PTHR1 ag	GLP1R ag	EPAC1 antag	IL2 activator	PI5P4Ka inh	EPAC1 agonist	GLP-1R inv ag
Shown for Cc1ccccc1NC(=O)Cc1nnc(SCc2ccc(Cl)c(Cl)c2)n1C = -16%	-7%	-23%	-4%	12%	-0.4	/	5%	-12%
Shown for CN(C)C(=O)CSc1nc2ccccc2n1Cc1ccccc1 = 0%[1.53 µM]	5%	-6%	20%	33%[activator]	0.6	-1	-3%	?

Next section
SMILES	HEK293 tox	PLK1 PBD inh	PTHR1 ag	GLP1R ag	EPAC1 antag	IL2 activator	PI5P4Ka inh	EPAC1 agonist	GLP-1R inv ag
Cc1ccc(CC(=O)NNC(=O)c2cccs2)cc1C	-2%	-2%	-1%	8%	-4%	0.5	-8	7%	11%
CCCn1nnc2ccccc2c1=O	3%	-8%	i	-1%	3%	-2.9	-3	1%	10%
CN(C)CC(=O)N[C@@H]1CC[C@@H](CC(=O)NCCN2CCCCC2)O[C@@H]1CO	-5%	-4%	-6%	/	27%	0.6	5	6%	3%
Cc1ccn(CCC(=O)NC2CC(C)(C)Cc3c2cnn3-c2ccccc2C)n1 (configuration not stated)	-10%	-12%	i	2%	-5%	-3.4	4	3%	-22%
CCOC(=O)c1ccccc1NC(=O)CN(c1ccccc1OCC)S(C)(=O)=O	0%	5%	-31%[inhibitor][57.5 µM]	2%	-19%	1.4	/	18%	1%
COc1ccc2cc(C(=O)C3CCCN(C(=O)c4cnn(C(C)C)c4)C3)ccc2c1 (configuration not stated)	-4%	24µM*	i	14%	3%	-3.5	-10	0%	-22%
O=c1cc(-c2ccc(O)cc2)oc2cc(O)c([C@@H]3O[C@H](CO)[C@@H](O)[C@H](O)[C@H]3O)c(O)c12	-11%	7%	i	-1%	0%	0.0	12	0%	20%
CC1CC(C)CN(C(=O)C2CCCN(c3ncnc4c3nc3n4CCCCC3)C2)C1 (configuration not stated)	-3%	-3%	-21%	25%	3%	-0.6	-4	-7%	?
COc1ccccc1-c1nnc(SCC(=O)Nc2ccc(N3CCOCC3)cc2)n1N	-6%	-2%	i	0%	-1%	-0.4	0	11%	6%
COc1ccc(OC)c(NC(=O)Cn2c(CCC(=O)O)ccc2-c2cccs2)c1	10%	-3%	i	-7%	-10%	-0.3	-2	1%	-3%
CCCCOC(=O)C1=C(C)Nc2ncnn2C1c1cc(OC)ccc1OC (configuration not stated)	1%	-1%	-19%	-11%	14%	-1.2	4	-3%	-5%
O=C(c1ccc(Cl)cc1)N1CCC(O)(CSc2ccc(Cl)cc2Cl)CC1	-7%	2%	-37%	-6%	-11%	0.4	8	25%	?
CCCCNC(=S)N(C)/N=C/c1ccc(F)cc1	0%	10%	-13%	11%	-5%	0.0	2	-5%	?
COc1ccccc1-n1c(SC)nc2c(sc(=S)n2-c2ccccc2)c1=O	-1%	1%	-22%	7%	-6%	0.5	-5	-2%	5%
O=C(Nc1cccc(O)c1)c1cc(-c2ccco2)on1	-13%	-7%	-19%[57.5 µM]	-1%	9%	0.8	/	1%	?
O=C1N(Cc2ccccc2)CCCC12CCCN(Cc1ccccc1)C2=O	-9%	0%	i	-14%	-22%	1.6	9	-11%	?
Cc1nc(C)n(CC(=O)c2ccc(Cl)cc2Cl)n1	4%	-4%	i	-1%	-18%	-0.8	10	0%	-3%
